From PubChem BioAssay
SENP6 block: SENP6 protease inhibition | hit rate 1.8% among 330,000 | Recombinant SENP6 catalytic domain, aminoluciferin luminescence | inhibition, % at 10 µM | Q9GZR1 | AID 2599;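 active = inhibition above about 50% at the single tested dose, limit read from the data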;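 also: plate controls were DMSO wells with enzyme for no effect and DMSO wells lacking enzyme for full effect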
Target sequence (Q9GZR1 628-1112 limits assumed): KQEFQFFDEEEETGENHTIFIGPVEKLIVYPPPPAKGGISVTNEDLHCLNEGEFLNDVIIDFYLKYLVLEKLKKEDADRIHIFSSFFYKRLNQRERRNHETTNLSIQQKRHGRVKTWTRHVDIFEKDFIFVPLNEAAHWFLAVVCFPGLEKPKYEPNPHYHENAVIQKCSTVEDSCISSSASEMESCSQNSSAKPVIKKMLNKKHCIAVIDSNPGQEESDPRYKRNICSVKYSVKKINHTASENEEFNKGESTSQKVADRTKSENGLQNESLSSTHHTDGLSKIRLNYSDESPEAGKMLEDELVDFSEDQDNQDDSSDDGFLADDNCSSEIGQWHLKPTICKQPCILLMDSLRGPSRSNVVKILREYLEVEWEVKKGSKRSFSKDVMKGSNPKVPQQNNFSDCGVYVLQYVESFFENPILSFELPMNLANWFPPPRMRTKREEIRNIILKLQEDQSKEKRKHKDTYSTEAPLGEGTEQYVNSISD
SENP8 block-1: inhibitors of human SENP8 protease | Q96LD8 | purified SENP8, Z-RLRGG-aminoluciferin cleavage, luminescence | inhibition, % at 10 µM | hit rate 1.2% among 330,000 | AID 2540; in the data active = inhibition above about 50%
Target sequence (Q96LD8 whole entry, looked up): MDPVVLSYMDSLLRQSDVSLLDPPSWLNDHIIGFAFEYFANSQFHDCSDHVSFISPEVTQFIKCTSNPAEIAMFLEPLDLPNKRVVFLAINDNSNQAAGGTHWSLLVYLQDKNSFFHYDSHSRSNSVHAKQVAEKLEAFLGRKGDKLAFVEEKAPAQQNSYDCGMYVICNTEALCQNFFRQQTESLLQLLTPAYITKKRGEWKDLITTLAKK
Apaf-1 inh: inhibitors of human Apaf-1 apoptosome | hit rate 0.71% among 330,000 | inhibition, % at 20 µM | reconstituted apoptosome caspase-3 activity, DEVD-Rh110 fluorescence | AID 489030 | O14727; active = inhibition of at least 40% at 20 µM;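 also: plate controls were DMSO wells for no effect and DEVD-CHO caspase inhibitor wells for full effect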
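Assay system – apoptosome proteins · Medium – Hepes buffer, pH 7.5 · Also added – cytochrome c with DEVD-Rh110 · Timing – 30 min compound preincubation, 50 min activation, room temperature · Detection – Rh110 fluorescence, excitation 480 nm, emission 540 nm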
SENP7 block: blocks the human protease SENP7 | Q9BQF6 | recombinant SENP7, Z-RLRGG-aminoluciferin luminescence, 40 min | inhibition, % at 5 µM | hit rate 1.5% among 330,000 | AID 434973;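 active = inhibition above about 50% at the single test dose, limit read from the data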;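 also: plate controls were DMSO with enzyme for no effect and no enzyme buffer wells for full effect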
A3G deaminase: blocks human APOBEC3G single-stranded DNA deamination. Q9HC16. recombinant A3G, ssDNA deamination FAM/TAMRA fluorescence. inhibition, % at 20 µM. hit rate 0.28% among 330,000. AID 493012;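 active = inhibition of at least 40% at 20 µM, with no more than 30% in the related APOBEC3A deaminase screen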;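 also: plate controls were DMSO wells with A3G for no effect and wells lacking A3G enzyme for full effect; some compounds called inactive have numbers as strong as hits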
SENP1 FRET inh: inhibitors of human SENP1 SUMO protease catalytic domain; Q9P0U3; AID 624204; recombinant SENP1 catalytic domain, CyPet-SUMO1-YPet FRET cleavage; hit rate 0.21% among 360,000; inhibition, % at 10 µM;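 active = inhibition at least 30% at 10 µM, raw YFP signal under a set limit, fluorescence ratio 0.5 to 1.5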;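 also: 0% = enzyme with DMSO and 100% = no enzyme wells; some results filed as inactive read as strong as hits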
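Test system: human SENP1 catalytic domain; medium: Tris pH 8 buffer plus EDTA, NaCl, BME, BSA, NP40, catalase; incubation: 50 min reaction at room temperature; technique: FRET, CFP and YFP emission; controls: no-enzyme low control and enzyme-plus-DMSO high control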
SENP8 block-2: inhibitors of human SENP8 protease | AID 602440 | inhibition, % at 20 µM | hit rate 0.64% among 360,000 | Q96LD8 | recombinant SENP8, Nedd8 substrate fluorescence; in the data active = inhibition mostly above about 40%, no sharp cut-off; inactive = mostly below about 27%
UBC13 polyUb: blocks human UBC13 polyubiquitin chain formation | P61088 | TR-FRET | inhibition, % at 20 µM | hit rate 0.47% among 330,000 | AID 485273; in the data active = inhibition above about 45%, passing the limit was not always enough
Target sequence (P61088 whole entry, looked up): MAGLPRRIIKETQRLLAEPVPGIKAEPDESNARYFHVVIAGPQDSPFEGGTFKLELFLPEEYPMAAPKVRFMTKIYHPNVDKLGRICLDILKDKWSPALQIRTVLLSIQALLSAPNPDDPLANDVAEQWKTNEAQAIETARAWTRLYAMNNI
* = called active by the depositor; · = not tested or not shown. The order is random (roughly 3.6% active in at least one column).

Structure	SENP6 block	SENP8 block-1	Apaf-1 inh	SENP7 block	A3G deaminase	SENP1 FRET inh	SENP8 block-2	UBC13 polyUb
CCN(CC)C(=O)c1cc(S(=O)(=O)N2CCCCC2)c[nH]1	-14	-1	7	9	1	3	14	2
Cc1n[nH]c(C)c1CCN(C)Cc1cn(C)nc1-c1ccc2c(c1)OCCO2	0	-2	-8	3	-2	-1	0	-3
O=C(NCc1ccc(Cl)c(Cl)c1)C1CCCC1	-4	-2	-6	-7	-6	-3	10	10
CCS(=O)(=O)N1N=C(c2ccc(NS(C)(=O)=O)cc2)CC1c1ccccc1 (stereo unspecified)	-2	2	-5	4	-4	-38	-276	11
COc1ccc(NC(=O)CN(C)CC(=O)NC(=O)NC2CCCCC2)cc1	-4	2	0	3	-7	-2	8	0
NS(=O)(=O)c1ccc(NC(=S)NCc2ccc(Cl)cc2)cc1	-11	-4	7	3	19	1	16	9
COc1ccc(CNC(=O)C(c2ccco2)N(C(=O)c2csnn2)c2cccc(C)c2C)cc1 (stereo unspecified)	0	5	3	-1	-5	-1	15	-1
COc1ccccc1OCCNC(=O)c1ccc(Br)cc1	-22	-15	6	-2	-7	4	21	0
O=C1C2C(C(=O)N1/N=C/c1ccc([N+](=O)[O-])o1)C1C=CC2C12CC2 (stereo unspecified)	17	6	-2	11	-6	-1	25	-4
O=[N+]([O-])c1ccc(Sc2ccccn2)nc1	2	-2	-3	10	-4	-1	11	-6
O=C(O)c1cnn(-c2nc(-c3ccc(Cl)cc3)cs2)c1C(F)(F)F	9	-1	5	-2	-2	1	-58	2
CCOC(=O)c1c(NC(=O)c2ccc(Cl)cc2)csc1C	-10	-4	-7	4	-10	1	11	8
CCN(CC)c1ccc(N=CN2CCOCC2)cc1	-18	0	-6	11	-2	4	9	1
C=CCN(c1ccccc1)S(=O)(=O)c1cccc(C(=O)Nc2ncccc2C)c1	4	5	25	-2	-9	2	0	13
CCCNc1ccc(S(=O)(=O)N(C(C)C)C(C)C)cn1	-6	-8	6	-6	-9	-2	3	-3
COc1ccc(-n2c(C)nc3cc(C(=O)NCc4ccc5c(c4)OCO5)ccc32)cc1	-10	2	2	-2	-1	2	3	5
CCCCC(CC)C(=O)Nc1ccccc1C(=O)NC(C)C (stereo unspecified)	-46	-3	-8	-7	-9	4	-20	0
O=C(CSc1ccc2ccccc2n1)NC1CC1	-16	-1	-7	1	-5	2	4	21
CC(C)NC(=O)COc1ccc(S(=O)(=O)N2CCCC2)cc1	-26	-3	-2	6	-1	3	6	-7
COC(=O)c1ccc(NC(=O)C2CCCN2C(=O)OCc2ccccc2)cc1 (stereo unspecified)	-5	-2	6	4	-1	0	15	-5
C=C(C)CSc1nc2ccccc2c(=O)n1-c1c(C)n(C)n(-c2ccccc2)c1=O	-19	-15	9	-3	-2	1	23	-12
COc1ccc(CCC(=O)NCc2cccc(C(F)(F)F)c2)cc1	0	11	8	-1	-4	3	17	1
Cc1ccc(S(=O)(=O)Nc2ccc(N=Nc3ccc(O)cc3)cc2)cc1	-15	-10	9	-9	-5	4	20	-16
CCOC(=O)N1CCN(C(=O)c2ccc(NS(=O)(=O)c3ccc4[nH]c(=O)[nH]c4c3)cc2)CC1	-11	-2	-1	-3	-10	0	-5	0
O=C(CN1C(=O)/C(=C/c2ccccc2F)Sc2ccccc21)NCC1CCCO1 (stereo unspecified)	-15	6	-6	9	0	-3	-8	-9
COc1ccccc1N(CN1CCCC1=O)C(=O)c1c(F)cccc1F	-10	-2	-1	3	-5	2	16	4
Cc1[nH]c2ccccc2c1C(=O)CN1C(=O)C(=O)N(Cc2ccco2)C1=O	-1	-2	-21	-2	-2	-7	18	0
O=C(CCNC(=O)c1ccccc1Cl)NNC(=O)c1ccccc1O	7	-1	2	9	4	1	-393	11
CCOC(=O)Cc1csc(NC(=O)CSc2nnc(C)n2C)n1	-18	-3	-6	-2	-1	2	23	8
O=C(Nc1ccc([N+](=O)[O-])cc1)c1cn(-c2ccccc2)nc1-c1cc2ccccc2o1	-2	-1	-2	7	-10	2	10	-2
CC1CCC(NC(=O)CCC(=O)N2CC(C)Oc3ccccc32)CC1 (stereo unspecified)	0	-1	-6	-4	-9	0	1	-1
C#CCOCCOCCOCCNc1nc(N2CCN(C(=O)CCCCCCCCCCNC(=O)[C@H](CO)n3cc(CCCSC)nn3)CC2)nc(N2CCN(C(=O)CCCCCCCCCCNC(=O)[C@H](CCCCN)n3cc(C[C@@H](C)CC)nn3)CC2)n1	-54	-33	68*	1	-1	·	·	118*
CN(C)S(=O)(=O)c1ccc(C(=O)NCc2ccc3[nH]c4c(c3c2)CCCC4)cc1	9	-9	0	-3	-2	-47	-26	-16
c1ccc(CN2CCN(C3=Nc4cccc5cccc3c45)CC2)cc1	-14	-3	11	0	0	83*	27	-22
O=C(c1ccc(-n2cncn2)c([N+](=O)[O-])c1)N1CCN(c2cccc(Cl)c2)CC1	-15	1	11	-1	-3	-15	9	0
CC1(C)Cc2nc3oc4c(NCCCN5CCOCC5)ncnc4c3cc2CO1	-35	-10	3	-9	-3	2	-179	7
N#CC1=C(N)Oc2cc(N)ccc2C1c1ccccc1Cl (stereo unspecified)	-2	-2	9	12	-5	-27	-320	4
Brc1ccc(-c2nnc(Cc3ccccc3)o2)cc1	23	15	-1	1	-6	-1	11	-2
CCOC(=O)c1ccc(NS(=O)(=O)CC)cc1	-16	0	11	-4	-4	1	20	-14
Cc1cccc(C(=O)NCc2nnc3c4ccccc4c(-c4ccccc4)nn23)c1	-11	-7	28	-9	-4	0	-4	-21
CCOc1c(Br)cc(CNc2ccc3c(c2)OCCO3)cc1OC	3	-3	7	-1	-4	-1	-3	2
CCC(=O)c1cn(CC(=O)Nc2ccc(OC)cc2)c2ccccc12	12	-7	1	4	-8	-1	11	7
CC(C)=NN/C(N)=N/C(=S)Nc1ccc(C)cc1	-18	-11	-5	-8	-8	2	6	12
CCCCn1c(=N)n(CC(=O)c2ccc(OC)cc2)c2ccccc21	-7	1	-5	3	-2	·	·	19
CCC(=O)NCCc1nc2cc(NC(=O)Nc3ccccc3)ccc2n1C	42	28	-1	39	-8	1	13	2
O=c1[nH]c(/C=C/c2cccc([N+](=O)[O-])c2)c([N+](=O)[O-])c(=O)[nH]1	-1	6	9	4	7	0	24	-4
O=C(Nc1ccc(NC(=O)c2sc3ccccc3c2Cl)cc1)c1ccco1	-6	-8	8	-7	-3	-2	0	-17
CS(=O)(=O)N(CC(=O)N1CCCC1)c1cc(Cl)c(Cl)cc1Cl	9	-8	3	-3	-6	2	13	-5
COC(=O)[C@H](CCSC)NC(=O)Nc1ccc(C)cc1	-2	5	-21	-2	-3	3	17	-6
COCCN1CCN(C(=O)C2CCC(=O)N(CCc3cccc(F)c3)C2)CC1 (stereo unspecified)	-12	2	-3	-3	1	-1	12	7
Cc1nnc(N(Cc2ccccc2)C(=O)c2cnccn2)s1	-6	2	-5	6	2	1	21	-4
CCOC(=O)c1c(NC(=O)CCl)sc(C(=O)N(CC)CC)c1C	-9	-7	1	-6	-1	0	24	9
O=C(NCc1ccccc1Br)c1cccc2c1C(=O)c1ccc(N3CCOCC3)cc1S2(=O)=O	6	22	-11	-5	-12	·	·	-10
COc1ccccc1N(C)S(=O)(=O)c1ccc(Cl)c(C(=O)NNC(=O)c2ccccc2O)c1	7	-10	11	13	-2	1	3	-9
COC(=O)C1=CN(c2ccc(F)cc2)C=C(C(=O)OC)C1c1cccc(Br)c1	-1	-6	19	-4	-3	-36	-449	8
COC(=O)c1nc(NC(=O)C(C)C)n[nH]1	-23	6	-9	10	-8	2	5	-1
O=C1c2cccnc2C(Nc2ccccc2)N1Cc1ccco1 (stereo unspecified)	-4	-3	7	2	-2	-1	8	2
CC(C)(CNC(=O)c1ccccc1NS(C)(=O)=O)N1CCCCC1	0	8	0	5	-8	-1	-276	11
O=S(=O)(c1cc(Cl)cc(Cl)c1O)N1CCC2(CC1)OCCO2	8	1	10	0	-4	2	-78	-4
CCOC(=O)C1CCCN(C(=O)CCNS(=O)(=O)c2cc(Br)cnc2N)C1 (stereo unspecified)	-6	-3	-11	-1	-6	-1	-31	7

Next part.
Structure	SENP6 block	SENP8 block-1	Apaf-1 inh	SENP7 block	A3G deaminase	SENP1 FRET inh	SENP8 block-2	UBC13 polyUb
CCCC(=O)Nc1ccccc1NC(=O)CN(C)S(=O)(=O)c1ccc(C)cc1	-13	-6	0	-1	-8	1	14	0
CCCS(=O)(=O)c1csc(C(=O)OC)c1N	-14	4	-19	2	0	1	-249	3
Cc1[nH]c2ccc(-c3nnc(SCC(=O)c4ccc(F)cc4)o3)cc2c1C	-19	-2	-8	-18	-7	0	-5	-14
CCNC(=S)N(Cc1ccco1)Cc1cc2cc(OCC)ccc2[nH]c1=O	-29	-5	10	2	-5	0	-352	-6
CNc1nc(C)c(C#N)c(-c2ccccc2)c1C(C)=O	-9	1	7	-2	-5	2	3	0
CC1(C)CC(=O)C(C(C2=C(O)CC(C)(C)CC2=O)c2ccc(O)c([N+](=O)[O-])c2)=C(O)C1	-8	6	-3	5	1	2	-2	-20
Cc1nn(C(C)C(=O)NCC2CCCO2)c(=O)c2c1sc1ccccc12 (stereo unspecified)	13	0	-7	8	5	0	-17	-5
COC(=O)/C=C/c1cnc[nH]1	0	6	-2	-3	-3	0	15	-5
CCCCn1cnc2c(cnn2-c2ccc(Cl)cc2)c1=O	-18	-5	-7	6	-5	-3	20	6
O=C(CSc1ncnc2c1oc1ccccc12)NC1CCCCC1	-11	-2	2	14	-3	3	7	-65
COc1ccc(OCc2nnc(SCc3ccc(C(=O)O)cc3)o2)cc1	-3	-15	0	-5	-4	1	8	-5
Cn1c(SCc2cccc(Br)c2)nc2c1c(=O)[nH]c(=O)n2C	-5	3	-1	1	-5	3	20	-2
CCS(=O)(=O)N1CCN(c2cc3c(cc2[N+](=O)[O-])n(C)c(=O)n3C)CC1	-6	2	2	-2	-7	3	15	-34
CC(C)n1ncc2c(C(=O)NCc3ccccc3CN(C)C)cc(C3CC3)nc21	5	9	8	16	-8	1	-408	21
COc1ccccc1CCC(=O)Nc1cc(S(=O)(=O)N2CCCCC2)ccc1N1CCN(C)CC1	-8	1	5	1	34	0	4	0
Cc1ccc(OCc2nc3c4c(ncn3n2)-c2ccccc2CC42CCCC2)cc1	-18	-8	17	-4	-7	1	-20	-1
Cc1ccc(S(=O)(=O)CCC(=O)OCC(=O)NCc2ccc(Cl)cc2)cc1	3	5	-2	1	-2	-1	0	6
Cc1cc(C)nc(-n2nc(C)c3c(=O)[nH]c(C(F)(F)F)nc32)n1	-7	-10	1	-9	-1	0	20	-5
